# NOD1 inhibition: inhibition of NOD1-driven NF-kB reporter – cell-based, luminescence, uHTS, primary screen (AID 1578) | hit rate 1% among 290,000 | inhibition, % at 4 µM, or EC50 in µM where a hit was titrated | NOD1-driven NF-kB luciferase reporter cells, luminescence; higher % means a stronger effect; in the data active = inhibition mostly above about 36%, no sharp cut-off; inactive = mostly below about 34%;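 note: HEK-293T reporter cells stimulated with the NOD1 agonist gamma-tri-DAP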
# GPR55 beta-arrestin: GPR55 agonists via beta-arrestin recruitment, primary screen, imaging, U2OS cells, beta-arrestin-GFP redistribution (AID 1961); U2OS GPR55 beta-arrestin-GFP redistribution imaging; higher % means a stronger effect; activation, % at 10 µM, or EC50 in µM where a hit was titrated; hit rate 0.048% among 290,000;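 active = activation above 40% with more than 50 cells counted in the well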;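 note: U2OS osteosarcoma cells stably expressing GPR55 and beta-arrestin-GFP; plate controls were DMSO negative control for no effect and LPI positive control for full effect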
# KOR beta-arrestin-1: kappa opioid receptor activators – cell-based, luminescence, uHTS, primary screen (AID 1777); KOR beta-arrestin recruitment, luminescence; higher % means a stronger effect; activation, % at 10 µM, or EC50 in µM where a hit was titrated; hit rate 0.02% among 280,000; in the data active = activation above about 50%, passing the limit was not always enough; note: a part of the inactive calls stands beside numbers as strong as those of hits
# Dynein transport: dynein cargo transport inhibition | hit rate 0.47% among 220,000 | AID 1381 | z-score, hits read low | 3617.4 mouse cells, GR-EGFP nuclear translocation imaging; test concentration mostly 20 µM; stimulated with dexamethasone, 1 µM; stronger effect = lower value;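 active = plate z-score of nuclear minus cytoplasmic receptor signal below a set negative limit, without overly bright fluorescence or cell loss, cut at about -3.5 in these data, passing the limit was not always enough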;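 note: z-score of nuclear minus cytoplasmic ring GR-EGFP intensity difference per well; some compounds called inactive have numbers as strong as hits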
#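 Medium: Induction medium lacking tetracycline, stripped serum | Probe or stimulus: 1.0 µM final dexamethasone stimulus | Schedule: 48 h induction, then 1 h compound, then 30 min agonist, 37 °C | Signal: Automated 10x imaging of fixed Hoechst-stained cells | Evaluation: Per-cell GR-EGFP intensity, nucleus versus surrounding cytoplasmic ring, well-averaged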
# HEK293 NOD2/NF-kB: inhibition of NOD2-driven NF-kB reporter – cell-based, luminescence, uHTS, HEK293 (AID 1566); HEK293 NOD2/NF-kB luciferase reporter, luminescence; higher % means a stronger effect; one-dose inhibition, % at 4 µM; EC50 in µM for titrated hits; hit rate 0.63% among 290,000; note: many of its hits are not listed in these tables
# M1AAP inhibition: P. falciparum M1AAP inhibitors, biochemical, fluorogenic H-Leu-NHMec substrate, 1536-well (AID 1445); inhibition, % at 30 µM, or IC50 in µM where a hit was titrated; recombinant M1AAP, H-Leu-NHMec fluorogenic kinetic assay; higher % means a stronger effect; hit rate 0.42% among 220,000;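 active = primary inhibition above the hit cutoff, then over 50% inhibition at one or more dose response concentrations, cut at about 23% in these data, passing the limit was not always enough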;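 note: plate controls were DMSO full reaction for no effect and no enzyme background for full effect; strong numbers were not always called active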
# M17LAP inhibition: P. falciparum M17LAP inhibitors, primary screen, biochemical, fluorogenic H-Leu-NHMec substrate, 1536-well (AID 1619); recombinant M17LAP, H-Leu-NHMec fluorogenic kinetic assay; higher % means a stronger effect; inhibition, % at 30 µM, or IC50 in µM where a hit was titrated; hit rate 0.38% among 220,000;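 active = compound inhibiting the enzyme by more than half at any dose during confirmatory dose-response retesting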;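 note: plate controls were full reaction with DMSO carrier for no effect and no enzyme background for full effect; strong numbers were not always called active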
# AID2073: inhibitors of Mint1-CaV2.2 protein interaction, biochemical, HTRF (AID 2073) | HTRF protein-protein interaction, Mint1-CaV2.2; higher % means a stronger effect | one-dose inhibition, % at 20 µM; IC50 in µM for titrated hits | hit rate 0.19% among 290,000; in the data active = inhibition mostly above about 51%, no sharp cut-off; note: some results filed as inactive read as strong as hits
# KOR beta-arrestin-2: kappa opioid receptor blockers – cell-based, luminescence, uHTS (AID 1778) | KOR beta-arrestin recruitment, luminescence, antagonist mode; higher % means a stronger effect | hit rate 0.091% among 290,000 | inhibition, % at 10 µM; hits with a dose series show IC50 in µM; note: strong numbers were not always called active
# Dynein transport cytoplasmic EGFP: recorded beside Dynein transport, whose call it bears; z-score; measured here: cytoplasmic GR-EGFP intensity; stronger effect = higher value
# Dynein transport nuclear GR-EGFP: further read-out of Dynein transport, marked with its call; z-score; measured here: nuclear GR-EGFP intensity;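 lower value marks the stronger effect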
# Dynein transport cell count: further read-out of Dynein transport, marked with its call; z-score; measured here: cell count per field
# Numbers without * were called inactive; . = not tested or not shown; [ ] = remark or other dose. Cut-off read from the data, not from the text of the source, unless noted: active = inhibition above about 50%; inactive = the rest.
Compound	NOD1 inhibition	GPR55 beta-arrestin	KOR beta-arrestin-1	Dynein transport	Dynein transport cytoplasmic EGFP	Dynein transport nuclear GR-EGFP	Dynein transport cell count	HEK293 NOD2/NF-kB	M1AAP inhibition	M17LAP inhibition	AID2073	KOR beta-arrestin-2
CCCC(NC(=O)COc1cc2c(c3oc(=O)cc(C)c13)CCC(C)(C)O2)C(=O)O (stereo not drawn)	-0.2%	-0.1%	-5.4%	.	.	.	.	17.7%	.	.	24.0%	5.5%
Cc1nn(-c2ccccc2C(F)(F)F)c(=O)c2noc(C)c12	-5.5%	0.5%	1.8%	-0.307	-0.0605	-0.129	1.37	3.9%	1.8%	-3.0%	13.2%	-4.1%
N#Cc1c(NCCN)nc(-c2ccccc2)c2c1CCCC2	-7.5%	-0.1%	-3.5%	7.6	1.63	3.74	-3.8	10.4%	10.9%	4.3%	6.6%	-2.0%
CN(/N=C/c1ccc2c(c1)OCO2)c1nc(N2CCOCC2)nc(N2CCOCC2)n1	-21.5%	0.1%	-7.2%	1.16	-0.0628	0.911	-1.22	16.2%	2.4%	9.5%	2.1%	1.9%
CCOc1ccc2oc(C(=O)OC(C(=O)NC(N)=O)C(C)C)c(C)c2c1 (stereo not drawn)	-13.5%	0.4%	4.9%	0.185	-0.291	0.134	-0.104	8.5%	4.7%	2.6%	17.4%	-8.9%
COc1cc2c(cc1OC)CN(CCC(=O)c1ccc(Br)cc1)CC2	-3.3%	-0.2%	2.5%	-4.06*	1.86*	-2.21*	-1.1*	3.4%	7.1%	-4.4%	-13.6%	-7.7%
CCOC(=O)c1sc(NC(C)=O)cc1C	.	-0.1%	-2.2%	0.287	-0.177	0.267	0.0106	0.2%	1.5%	-2.7%	-10.8%	16.9%
O=C(COc1ccc(Cl)cc1)OCc1csc(Nc2ccccc2)n1	4.2%	-0.1%	2.7%	0.0615	-0.262	0.173	0.872	19.7%	11.8%	-1.4%	-12.4%	7.9%
CN(Cc1ccccc1)C(=O)CCc1ccccc1	15.4%	-0.2%	-0.3%	-0.131	-0.216	-0.0824	0.134	-9.6%	-2.9%	0.8%	4.9%	-3.0%
Oc1ccc(-c2[nH]nc(-c3ccccc3)c2-c2nc3ccccc3[nH]2)cc1	3.2%	-0.1%	0.1%	0.0112	-0.184	0.235	0.308	20.7%	5.8%	6.8%	0.2%	34.4%
CC12CN3CCN(CC(C3)/C1=N/N=C/c1cccc([N+](=O)[O-])c1)C2	-0.8%	-0.2%	-2.9%	1.16	-0.252	0.426	-0.831	15.2%	0.6%	4.0%	5.4%	-21.2%
C/C(=N\NC(=O)c1ccccc1O)c1ccc(NC(=O)c2ccccc2)cc1	-58.4%	-0.1%	2.1%	.	.	.	.	-9.7%	.	.	5.8%	-15.7%
COC(=O)c1cccc2c1NC(=O)C2=O	-7.8%	0.5%	0.5%	0.21	-0.234	0.118	-0.517	6.5%	-1.2%	2.2%	12.4%	19.1%
Cc1cc(C)cc(NS(=O)(=O)c2ccc3oc(=O)ccc3c2)c1	-2.7%	-0.1%	-1.3%	-0.179	-0.375	0.0816	0.715	12.9%	10.6%	-8.4%	11.9%	4.7%
Cc1[nH]c2ccc(C(=O)NCC(C)(C)N3CCOCC3)cc2c1C	-12.1%	0.2%	-2.2%	0.0601	-0.193	0.0102	-0.199	1.4%	12.7%	10.3%	36.2%	9.8%
Cc1nc(SCC(=O)c2cc3ccccc3oc2=O)c(C#N)c(-c2cccs2)c1C(=O)Nc1ccccc1	-23.9%	-0.4%	-3.4%	0.369	-0.0608	0.37	0.0401	8.7%	5.9%	0.1%	33.6%	28.8%
O=S(=O)(Nc1ncccn1)c1ccc(NC(=S)Nc2ccc(Cl)cc2)cc1	-6.9%	0.3%	.	1.15	-0.211	0.312	0.38	-22.4%	4.8%	-1.4%	-36.0%	-16.7%
CC(NC(=O)CNC(=O)c1ccco1)c1ccc(S(N)(=O)=O)cc1 (stereo not drawn)	-17.5%	-0.1%	-4.5%	.	.	.	.	-2.4%	.	.	16.0%	-3.6%
COc1cc(C2C(C#N)=C(N)Oc3c2c(-c2ccccc2)nn3-c2ccccc2)cc(OC)c1OC (stereo not drawn)	-8.9%	-0.3%	-0.2%	-1.14	-0.282	-0.861	0.737	10.3%	11.4%	0.5%	5.2%	9.3%
CN(C)C=NC(=O)c1cc(C(=O)c2ccc(Cl)cc2)c[nH]1	38.4%	0.2%	0.7%	-0.979	-0.25	-0.0078	0.357	19.4%	3.9%	1.5%	2.4%	-49.8%[20 µM]
CCOC(=O)C1(CC2CCCCO2)CCN(Cc2cc(F)ccc2-n2cccn2)CC1 (stereo not drawn)	-35.0%	-0.1%	.	-1.15	-0.285	-0.665	1.04	-18.5%	3.7%	-7.7%	-4.5%	3.3%[20 µM]
COC(=O)c1sccc1NC(=O)Nc1ccccc1Cl	-16.2%	0.2%	0.9%	.	.	.	.	-2.9%	.	.	-8.0%	0.3%
O=C(CN1C(=O)/C(=C/c2ccccc2)SC1=S)NC1C=CS(=O)(=O)C1 (stereo not drawn)	-12.1%	-0.2%	-3.9%	.	.	.	.	1.8%	.	.	-3.6%	-11.4%
COc1ccccc1NC(=O)CN1C(=O)NC(CC(C)C)C1=O (stereo not drawn)	-7.9%	-0.1%	1.9%	-0.186	-0.123	0.093	0.142	0.3%	6.8%	7.2%	0.3%	10.5%
CN1C(=O)c2ccc(NC(=S)NC(=O)C(C)(C)C)cc2C1=O	-11.1%	-0.3%	-5.0%	-0.33	-0.162	-0.164	0.494	11.3%	18.8%	2.8%	21.6%	-12.6%
O=C1NC(=O)/C(=C\c2ccccc2OCc2ccccc2)S1	-21.4%	0.4%	3.7%	1.37	-0.149	1.16	-1.64	-15.8%	12.7%	8.8%	20.9%	-172.2%
COCCn1c(SCC(=O)Nc2cc(C(C)(C)C)nn2-c2ccccc2)nnc1-c1ccncc1	-7.6%	0.8%	-2.9%	-1.11	-0.0611	-0.306	1.68	3.1%	1.9%	4.1%	48.8%	18.4%
C/C(CC(=O)Nc1cc(C)ccn1)=N\NC(=O)c1cccc(F)c1	-25.1%	-0.1%	-3.6%	.	.	.	.	23.1%	.	.	4.4%	35.4%
CCCCN(C(=O)c1cccc2c(=O)c(C)c(-c3ccccc3)oc12)c1ccccc1	41.6%	0.4%	18.0%	0.214	-0.271	-0.191	0.0228	5.0%	0.4%	-7.0%	5.1%	-50.0%
COc1ccc(C(=O)NNC(=O)c2ccccc2[N+](=O)[O-])cc1[N+](=O)[O-]	-35.5%	0.0%	-4.9%	0.174	-0.35	-0.0186	0.288	3.0%	2.8%	5.7%	-0.3%	-35.8%[20 µM]
CNC[C@H](CC1CCCCC1)NC[C@H](NCCC1CCCC1)[C@H](C)O	-15.5%	-0.2%	-0.8%	.	.	.	.	-1.9%	.	.	4.6%	-25.0%[20 µM]
Cc1cc(C)n(CC(C)Nc2nc3nonc3nc2N2CCCCC2)n1 (stereo not drawn)	-24.6%	-0.2%	-4.0%	-0.52	-0.253	-0.361	0.73	-5.9%	7.8%	-1.4%	7.6%	10.6%
COc1ccc(C(=O)NCCn2ccc3ccccc32)c(OC)c1	-7.7%	0.2%	0.8%	0.467	0.358	0.743	1.89	-55.1%	2.6%	2.5%	6.0%	-28.0%
Cc1ccc(/C=N/NC(=O)CN(Cc2ccccc2)S(=O)(=O)c2ccc3c(c2)OCCO3)cc1	30.1%	-0.1%	0.8%	0.203	-0.244	0.235	0.566	-0.9%	6.5%	0.2%	-1.6%	-16.9%
Cc1c(NC(=O)/C(C#N)=C/c2ccc(-c3ccc(Cl)c(Cl)c3)o2)c(=O)n(-c2ccccc2)n1C	9.5%	0.1%	1.9%	1.33	-0.116	1.09	-0.505	16.6%	1.0%	-1.1%	10.6%	5.4%
COc1ccc(OCCC(=O)Nc2cc(C)on2)cc1	-10.8%	-0.2%	-4.7%	0.624	0.202	0.865	0.423	11.4%	13.4%	1.5%	-1.5%	25.9%
CCOC(=O)c1nn(-c2ccccc2)c(-c2ccccc2)c1C(=O)c1ccccc1	14.6%	0.5%	-0.2%	0.511	-0.142	0.406	-0.0409	18.2%	5.6%	1.1%	6.3%	-27.8%
O=C(Nc1ccc(S(=O)(=O)Nc2ncccn2)cc1)c1ccccc1	-4.5%	-0.3%	0.3%	.	.	.	.	2.0%	.	.	10.6%	-30.3%[20 µM]
C#CCNC(=O)C1=C[C@@H](c2csc3ccccc23)[C@H](CCCO)[C@@H](OCC)O1	-29.4%	-0.2%	-3.6%	0.387	-0.211	0.652	-1.17	4.9%	1.8%	6.8%	-0.9%	8.0%
Cc1ccc(NC(=O)c2ccc(N3CCOCC3)c([N+](=O)[O-])c2)cc1S(=O)(=O)N1CCOCC1	9.4%	0.2%	-7.4%	-0.523	-0.144	-0.29	-0.148	16.2%	2.9%	7.9%	20.0%	21.8%
Cc1ccc(CNC(=O)C2CCCN(S(=O)(=O)c3c(C)[nH]c(=O)[nH]c3=O)C2)cc1 (stereo not drawn)	-3.9%	0.0%	3.5%	-0.0138	0.169	0.569	1.02	12.7%	1.4%	8.9%	6.4%	-78.4%
COC(=O)c1ccccc1NC(=O)C1=CC(c2cccs2)=NS(=O)(=O)N1C	9.3%	-0.1%	-5.6%	.	.	.	.	10.7%	.	.	-0.7%	10.9%[20 µM]
CC(C)(C)C(=O)Nc1ccc(C(=O)NNC(=O)c2ccccc2)cc1	-18.5%	0.9%	-1.9%	-0.72	-0.345	-0.111	0.607	12.8%	-4.7%	-5.3%	-0.8%	14.4%
CNC(=O)CC1C(=O)N(C)C(=S)N1NC(=O)c1ccc(Cl)cc1 (stereo not drawn)	-3.5%	0.2%	-1.2%	-0.721	0.0782	-0.098	0.359	5.5%	5.0%	6.9%	-14.8%	-9.8%
O=[N+]([O-])c1ccc(OC/C=C2\Oc3ccc([N+](=O)[O-])cc3C2N2CCOCC2)cc1 (stereo not drawn)	-12.9%	-0.3%	-3.0%	0.418	-0.181	-0.124	0.252	-11.7%	4.2%	-1.7%	1.5%	19.6%

# From PubChem

# A portion of the library; the hit share may differ from the screen's.
